Compound activity (PubChem)
SENP1 inh = SENP1 (human) catalytic domain inhibition; Q9P0U3; recombinant SENP1 catalytic domain, CyPet-SUMO1-YPet FRET cleavage; inhibition, % at 10 µM; 360,000 tested, 0.21% active;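 active means inhibition at least 30% at 10 µM, raw YFP signal under a set limit, fluorescence ratio 0.5 to 1.5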;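 further: 0% = enzyme with DMSO and 100% = no enzyme wells; some results filed as inactive read as strong as hits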
Target sequence (Q9P0U3 419-644 limits assumed): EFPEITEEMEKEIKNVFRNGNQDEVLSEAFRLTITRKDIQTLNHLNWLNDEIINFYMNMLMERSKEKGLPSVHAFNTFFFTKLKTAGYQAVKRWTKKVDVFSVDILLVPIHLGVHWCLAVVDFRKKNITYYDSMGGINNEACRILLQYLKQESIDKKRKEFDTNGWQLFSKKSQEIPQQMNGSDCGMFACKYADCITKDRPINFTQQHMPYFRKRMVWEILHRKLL
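Test system: human SENP1 catalytic domain; medium: Tris pH 8 buffer plus EDTA, NaCl, BME, BSA, NP40, catalase; incubation: 50 min reaction at room temperature; technique: FRET, CFP and YFP emission; controls: no-enzyme low control and enzyme-plus-DMSO high control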
PfG6PD inh = PfG6PD (Plasmodium falciparum) enzyme inhibition. inhibition, % at 20 µM. 350,000 tested, 0.78% active. PfGluPho enzyme, NADPH resazurin-diaphorase fluorescence;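 active means inhibition reaching at least a set limit at 20 µM in the primary screen, cut at about 59% in these data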;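 further: 0% = DMSO wells with substrate and 100% = DMSO wells lacking glucose-6-phosphate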
SENP8 block-1 = inhibitors of human SENP8 protease. purified SENP8, Z-RLRGG-aminoluciferin cleavage, luminescence. Q96LD8. 330,000 tested, 1.2% active. inhibition, % at 10 µM. AID 2540; in the data active means inhibition above about 50%
SENP7 inh = SENP7 protease inhibition. Q9BQF6. recombinant SENP7, Z-RLRGG-aminoluciferin luminescence, 40 min. inhibition, % at 5 µM. 330,000 tested, 1.5% active. AID 434973;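 active means inhibition above about 50% at the single test dose, limit read from the data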;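 further: plate controls were DMSO with enzyme for no effect and no enzyme buffer wells for full effect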
SENP6 block = SENP6 protease inhibition | Recombinant SENP6 catalytic domain, aminoluciferin luminescence | 330,000 tested, 1.8% active | Q9GZR1 | inhibition, % at 10 µM;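 active means inhibition above about 50% at the single tested dose, limit read from the data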;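 further: plate controls were DMSO wells with enzyme for no effect and DMSO wells lacking enzyme for full effect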
SENP8 block-2 = blocks human SENP8 cleavage of Nedd8 substrate; recombinant SENP8, Nedd8 substrate fluorescence; inhibition, % at 20 µM; 360,000 tested, 0.64% active; AID 602440; in the data active means inhibition mostly above about 40%, no sharp cut-off; inactive means mostly below about 27%
Apaf1 inhib = inhibitors of human Apaf-1 apoptosome | O14727 | inhibition, % at 20 µM | 330,000 tested, 0.71% active | reconstituted apoptosome caspase-3 activity, DEVD-Rh110 fluorescence | AID 489030; active means inhibition of at least 40% at 20 µM;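 further: plate controls were DMSO wells for no effect and DEVD-CHO caspase inhibitor wells for full effect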
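System: Apoptosome proteins | Medium: Hepes pH 7.5 with detergent and BSA | Also added: Cytochrome c trigger plus (Z-DEVD)2-Rh110 caspase-3 substrate | Incubation: 30 min compound preincubation, 50 min activation, room temperature | Detection: Rhodamine 110 fluorescence at Ex 480/Em 540 nm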
HKDC1 inh = inhibitors of human hexokinase HKDC1 | 340,000 tested, 0.16% active | recombinant HKDC1, G6PDH/diaphorase resazurin coupled fluorescence | inhibition, % at 20 µM;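 active means inhibition above about 35% when tested at 20 µM, limit read from the data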;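 further: plate controls were DMSO wells with enzyme for no effect and DMSO wells lacking enzyme for full effect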
Target sequence (Q2TB90 whole entry, looked up): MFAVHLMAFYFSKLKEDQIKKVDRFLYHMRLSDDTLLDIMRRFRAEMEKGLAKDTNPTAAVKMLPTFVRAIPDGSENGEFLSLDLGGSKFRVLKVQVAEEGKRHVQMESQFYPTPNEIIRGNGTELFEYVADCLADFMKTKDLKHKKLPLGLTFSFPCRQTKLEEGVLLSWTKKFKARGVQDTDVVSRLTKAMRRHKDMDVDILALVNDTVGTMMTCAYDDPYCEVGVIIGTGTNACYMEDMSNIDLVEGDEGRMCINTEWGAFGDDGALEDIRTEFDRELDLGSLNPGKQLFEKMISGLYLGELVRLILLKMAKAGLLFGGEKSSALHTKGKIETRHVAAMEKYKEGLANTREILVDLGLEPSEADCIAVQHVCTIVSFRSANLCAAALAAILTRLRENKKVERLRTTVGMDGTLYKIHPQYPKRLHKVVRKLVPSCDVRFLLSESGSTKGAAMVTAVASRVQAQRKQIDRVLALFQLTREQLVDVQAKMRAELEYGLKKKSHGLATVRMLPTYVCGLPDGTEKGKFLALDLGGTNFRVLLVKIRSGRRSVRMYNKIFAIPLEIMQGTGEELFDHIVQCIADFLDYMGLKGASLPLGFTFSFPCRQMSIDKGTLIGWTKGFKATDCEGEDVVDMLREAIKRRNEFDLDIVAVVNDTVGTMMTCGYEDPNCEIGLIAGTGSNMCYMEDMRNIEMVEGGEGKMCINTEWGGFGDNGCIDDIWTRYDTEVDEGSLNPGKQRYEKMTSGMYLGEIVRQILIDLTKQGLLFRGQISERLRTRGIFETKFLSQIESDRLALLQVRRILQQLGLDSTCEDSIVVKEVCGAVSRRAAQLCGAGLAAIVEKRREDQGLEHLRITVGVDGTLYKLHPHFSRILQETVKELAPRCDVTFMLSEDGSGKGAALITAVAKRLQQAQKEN
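Assay system – recombinant HKDC1 (HK5) hexokinase enzyme, produced in-house · Input – HKDC1 at 5 µg/mL · Reagent – glucose plus 1 mM ATP as hexokinase substrates · Timing – 90 min reaction incubation at room temperature, dark · Measured by – G6PDH/diaphorase-coupled fluorescence, 1 mM NADP, 100 µM resazurin, 525/613 nm · Benchmarks – DMSO-enzyme wells negative, buffer-substituted wells positive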
An asterisk follows results filed as active; nt = no result given.

SMILES	SENP1 inh	PfG6PD inh	SENP8 block-1	SENP7 inh	SENP6 block	SENP8 block-2	Apaf1 inhib	HKDC1 inh
c1cncc(CNc2cccc(-c3nc4ccccc4[nH]3)c2)c1	0.6	9.8	7.1	34.6	-28.7	-400.1	-3.6	-3.9
Cc1ncsc1C(=O)N1N=C2/C(=C/c3ccc(N4CCOCC4)cc3)CCCC2C1c1ccc(N2CCOCC2)cc1 (stereo not drawn)	31.5	8.2	9.2	3.0	-6.3	-57.1	15.4	2.6
c1ccc(C[C@H]2CN=C(Nc3ccccc3)N2CC2CCC2)cc1	0.7	-3.0	-12.4	12.5	-17.7	8.6	0.2	-8.0
O=C(/C=C/c1ccc(Cl)cc1)N1CCN(c2ccccc2[N+](=O)[O-])CC1	1.7	55.5	-6.4	-3.3	-31.2	9.4	9.9	-2.0
COc1ccc(NC(=O)Cn2c(=O)n(-c3ccc(OC)cc3OC)c(=O)c3c(C)c(C)sc32)cc1	-0.4	21.6	-13.0	-7.9	-16.1	1.3	10.3	-8.7
COC(=O)c1cccc(NS(=O)(=O)c2cccs2)c1C	-2.4	-4.3	nt	nt	nt	24.5	nt	-8.8
O=C(CSc1nccc(=O)[nH]1)Nc1ccc2c(c1)OCCO2	2.3	-0.9	0.6	8.5	-25.2	8.6	5.2	-7.6
N#CCC(=O)N/N=C/c1ccc(SCC(=O)Nc2ccccc2)o1	-25.3	9.9	3.4	5.9	-15.5	-5.0	-1.5	-11.2
CC(C)(Oc1cccc2ccccc12)C(=O)O	2.0	-14.7	5.8	2.3	-2.5	6.9	-3.6	12.2
Cc1cccc(N/N=C/c2ccccc2O)c1	-1.2	19.2	4.1	5.7	9.6	-9.4	-0.7	-6.4
COc1cc(-c2nc3cnccn3c2Nc2ccc(C)cc2)ccc1O	-29.1	17.8	5.1	1.3	-3.7	-307.8	-2.8	-0.6
Cn1c(=O)c2c(nc(NCc3ccc4c(c3)OCO4)n2Cc2ccccc2Cl)n(C)c1=O	1.1	-6.0	0.5	5.8	2.6	-1.9	18.7	-4.9
CC(=O)c1c(C)[nH]c(C(=O)CSc2nc3ccccc3c(=O)n2CCCO)c1C	-15.6	22.1	-8.1	-11.3	-14.9	0.4	10.2	-6.8
CN(C)S(=O)(=O)N1CCC(C(=O)O)(c2ccccc2)CC1	-0.1	-6.7	-3.9	-5.3	-25.5	17.9	-1.9	-6.0
Cc1noc(C)c1CSCC(=O)N1CCN(c2ccc([N+](=O)[O-])cc2)CC1	-2.9	0.4	0.4	-1.3	18.1	27.2	8.0	-5.7
Cc1cccc(N2CCN(S(=O)(=O)c3ccc4c(c3)NC(=O)C(C)S4)CC2)c1C (stereo not drawn)	1.8	9.0	8.1	5.3	-1.6	14.3	24.0	-0.5
COc1ccc(O)c(/C=N/NC(=O)c2cc(=O)[nH]c3ccccc23)c1	2.1	-18.3	-0.2	14.5	-1.2	24.5	-38.2	-22.7
c1ccc(CCn2nnnc2C(c2cccs2)N2CCOCC2)cc1 (stereo not drawn)	1.7	-6.3	1.4	10.0	-3.8	7.2	-7.0	0.3
COc1cc(C2Nc3cccc4cccc(c34)N2)ccc1OC(C)=O	3.4	45.0	6.8	-2.9	11.2	10.6	19.6	22.3
CC1(C)CC(NC(=O)c2cc(S(=O)(=O)N3CCCCC3)ccc2Cl)CC(C)(C)N1	0.9	-15.7	11.4	3.2	0.2	13.1	-10.5	0.5
COc1ccc(NS(=O)(=O)c2cc(NC(=O)Cc3c(F)cccc3Cl)ccc2OC)cc1	0.5	17.9	4.7	-5.2	-3.9	4.2	-9.8	-0.2
O=C(Nc1cccc(NC(=O)c2cccnc2)c1)c1cccnc1	0.1	-11.7	-14.9	11.9	-13.4	4.0	-13.7	-8.6
O=[N+]([O-])c1ccccc1C=CC=NN=Cc1ccccc1O	6.5	2.3	nt	nt	nt	36.4	nt	3.6
O=S(=O)(NCc1cccs1)c1cccc2cccnc12	0.8	18.4	-5.4	-1.2	4.4	10.4	-2.5	-0.4
CC(=O)c1ccc(NS(=O)(=O)c2ccc(CC(C)C)cc2)cc1	1.4	-26.9	1.4	7.7	5.9	-27.6	9.1	-6.0
CSc1ccc(C(=O)C2CCCN(C(=O)c3nonc3C)C2)cc1 (stereo not drawn)	1.7	-7.6	-2.4	-15.1	7.6	4.1	12.5	-6.1
CN1CCC(OC(=O)Cc2ccc(Cl)cc2)CC1	3.7	-8.9	2.7	-2.0	1.0	6.1	-11.9	-8.9
CCOC(=O)N(C)S(=O)(=O)c1ccccc1[N+](=O)[O-]	1.7	3.3	-4.0	-4.6	-15.8	17.4	-21.7	-1.2
C=CCNC(=S)NNC(=O)c1cccn(Cc2ccc(Cl)cc2)c1=O	2.8	-5.4	-0.4	6.9	0.0	-136.2	-4.2	-2.5
Cc1ccc(SC[C@H](c2ccccc2)N2CCN(C)CCC2=O)cc1	-4.2	-2.0	2.5	4.6	6.9	8.9	15.0	-3.7
CCOc1ccccc1OCC(=O)Nc1ccc(Cl)cc1Cl	2.2	-6.8	0.7	5.8	-3.3	39.2	-2.7	-3.1
O=C(NCc1ccco1)c1ccc2ccccc2c1	-1.3	13.3	-4.9	-4.7	-25.9	-0.4	1.3	-11.0
CCOc1ccc(NC(=O)COC(=O)c2ccc(S(=O)(=O)N3CCOCC3)cc2)cc1	1.1	2.1	-13.4	-5.9	-17.2	7.6	1.0	-4.6
COc1ccc(OC)c(-n2c(-c3ccc(S(C)(=O)=O)cc3)cc(C=O)c2C)c1	-0.7	7.3	2.9	-7.6	-4.4	-104.0	-10.9	3.1
COc1cc(C)ccc1S(=O)(=O)N1CCCCCC1	1.2	5.2	4.8	-1.6	13.2	6.2	3.2	-9.6
Cc1n[nH]c(C)c1S(=O)(=O)N1CCC(C(=O)N2CCn3c2nc2ccccc23)CC1	1.5	6.2	-7.5	12.5	-0.5	0.2	5.1	3.8
CN(C)CCN(Cc1ccco1)S(=O)(=O)c1csc(C(N)=O)c1	-0.9	-1.5	-2.1	-2.6	7.0	2.2	-5.1	-2.6
CC(C)CSc1nc2c(c(=O)[nH]c(=O)n2C)n1CCc1ccccc1	1.5	-13.4	-8.7	-8.8	4.0	2.7	16.5	-4.8
COc1ccc(NC(=O)COC(=O)c2ccc3c(c2)OCCO3)cc1OC	0.3	-9.0	5.2	0.3	-1.9	9.0	-5.7	-1.3
CCc1ccc(NC(=O)CSC2=C(C#N)C(c3ccc4c(c3)OCO4)CC(=O)N2)cc1 (stereo not drawn)	2.1	15.3	-1.2	0.5	-8.1	10.7	15.2	-9.5
Cc1c(C(=O)Nn2cnnc2)oc2ccccc12	-0.7	10.5	-9.2	-7.9	9.8	14.6	9.1	-6.9
CC(=O)Cc1nsc(Nc2ccc(F)cc2)n1	-1.7	-12.9	-9.9	-8.0	-17.7	16.7	-11.7	1.7
CCOC(=O)CNC(=S)N(CCCN1CCCCCC1)Cc1cccs1	0.0	-12.9	2.7	4.6	-7.8	34.2	-13.7	14.5
Cc1ccc2c(c1)Sc1c(ccc3ccccc13)N2	-35.0	58.3	56.3*	11.3	79.9*	-76.2	-17.2	16.0
CC(=O)Cc1nsc(Nc2ccccc2)n1	-1.5	-21.9	-10.8	-9.8	-2.0	8.3	11.2	-4.0
Cc1cc(C(F)(F)F)n(-c2nc(C(=O)NN)cs2)n1	-1.2	-1.0	6.6	1.3	5.0	18.4	6.2	-1.1
COC1CC(C)C(OC)c2cc(O)cc(c2O)NC(=O)C(C)=CC=CC(C)C(OC(N)=O)C(C)=CC(C)C1OC (stereo not drawn)	-1.5	104.9*	nt	nt	nt	32.1	nt	16.6
CCOC(=O)N1CCN(C(=O)c2ccc3ccccc3c2)CC1	1.5	-12.9	-8.1	10.2	11.9	17.4	-11.5	-2.5
C=CCNC(=O)CSc1nc2sc(C)c(C)c2c(=O)[nH]1	-4.6	10.0	1.8	-1.4	6.9	5.9	6.3	-3.0
CCOC(=O)N1CCC(NC(=O)CC2C(=O)NCCN2Cc2ccc(C)cc2)CC1 (stereo not drawn)	-12.0	3.1	4.8	-0.2	2.6	-43.0	-2.9	-0.3
CCn1cc(/C=C(\NC(=O)c2ccccc2F)C(=O)NCCCn2ccnc2)c2ccccc21	1.5	-12.4	-3.2	4.4	-5.8	-8.5	2.6	-1.7
O=C(c1cc2ccccc2o1)N1CC=C(c2ccccc2)CC1	1.0	-6.9	-5.7	1.0	-14.1	15.0	4.0	0.0
Cc1ccc(CN2CCN(CC(=O)N/N=C/c3c[nH]c4ccccc34)CC2)cc1	2.5	11.2	3.6	9.0	-3.3	7.5	1.5	-11.5
Cc1ccc(SCC(=O)NNC(=O)c2cncc(Br)c2)cc1	4.2	-17.1	4.1	4.4	-3.7	2.0	-6.7	-5.4
O=C(CSc1nnc(-c2ccncc2)n1CC1CCCO1)Nc1nccs1 (stereo not drawn)	-1.4	-1.5	-9.6	-10.2	-19.1	15.9	12.1	1.5
COc1ccc(N2CCN(S(=O)(=O)CCNC(=O)Cc3ccc([N+](=O)[O-])cc3)CC2)cc1	1.8	-3.1	2.9	-18.3	5.0	12.8	-1.0	-1.9
O=C1CCCCC1C(O)c1ccc(Cl)cc1 (stereo not drawn)	nt	nt	6.2	-4.6	6.8	nt	-2.2	nt
CCCCN(C(=O)c1cc2ccccc2o1)c1c(N)n(CCCC)c(=O)[nH]c1=O	-12.8	4.7	4.2	3.0	4.0	-108.2	-15.1	-0.1
CCCCN(CC)CCNC(=O)c1cc2c(=O)[nH]c3ccc(C)cc3c2s1	1.9	6.4	-5.4	10.4	20.4	-270.3	17.5	9.5
O=C(Nc1ccc(O)cc1C(=O)O)c1ccc(NC(=O)c2ccco2)cc1	1.3	-2.6	-11.8	1.6	-10.3	-23.3	15.1	3.3
Next section.
SMILES	SENP1 inh	PfG6PD inh	SENP8 block-1	SENP7 inh	SENP6 block	SENP8 block-2	Apaf1 inhib	HKDC1 inh
COc1cccc(C2=CC(=O)CC(c3ccco3)C2)c1 (stereo not drawn)	3.3	2.1	7.1	-3.7	-3.6	6.2	-0.8	3.6
O=C(COC(=O)/C=C/c1ccco1)NCc1ccccc1	2.3	8.4	1.9	1.3	-4.7	11.9	-23.6	-6.0
CC(NC(=O)CCNS(=O)(=O)c1cccc2nonc12)c1ccccc1 (stereo not drawn)	-0.2	-8.8	-4.9	5.8	-9.8	3.6	3.6	0.2
CC(=O)c1cnn(-c2cc(Oc3cccc(C)c3)ncn2)c1C	1.9	-3.7	-8.1	-10.0	-3.0	33.0	17.3	-0.5
Cc1ccc(Nc2nc(N)nc(CN3CCN(C)CC3)n2)cc1	0.5	-6.1	-6.1	1.8	-4.6	29.1	5.4	-1.1

5 entries picked at random from the list so far, as already listed:
SMILES	SENP1 inh	PfG6PD inh	SENP8 block-1	SENP7 inh	SENP6 block	SENP8 block-2	Apaf1 inhib	HKDC1 inh
CC(C)CSc1nc2c(c(=O)[nH]c(=O)n2C)n1CCc1ccccc1	1.5	-13.4	-8.7	-8.8	4.0	2.7	16.5	-4.8
C=CCNC(=S)NNC(=O)c1cccn(Cc2ccc(Cl)cc2)c1=O	2.8	-5.4	-0.4	6.9	0.0	-136.2	-4.2	-2.5
O=C(CSc1nccc(=O)[nH]1)Nc1ccc2c(c1)OCCO2	2.3	-0.9	0.6	8.5	-25.2	8.6	5.2	-7.6
Cc1cc(C(F)(F)F)n(-c2nc(C(=O)NN)cs2)n1	-1.2	-1.0	6.6	1.3	5.0	18.4	6.2	-1.1
CCc1ccc(NC(=O)CSC2=C(C#N)C(c3ccc4c(c3)OCO4)CC(=O)N2)cc1 (stereo not drawn)	2.1	15.3	-1.2	0.5	-8.1	10.7	15.2	-9.5
